Source: PubChem BioAssay
TexasRed fluor = Total Fluorescence Counterscreen for Inhibitors of the Interaction of Thyroid Hormone Receptor and Steroid Receptor Coregulator 2; TRb/SRC2 Texas Red total fluorescence interference; Potency, µM (titrated, usually from 106 µM), without a hit: top-dose fluorescence change, negative = quenching; hit rate 0.29% among 280,000; AID 1479, 2009; active = well fitted curve in either direction with a large enough effect; inconclusive = small, poorly fitted or top-dose-only effect; also: % is scaled to controls: 0 for no effect and ±100 for the full control effect
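Human TRb ligand-binding domain at 0.6 uM with 20 nM Texas Red SRC2 peptide in Tris buffer containing 1 uM T3 and 5% DMSO, incubated with compound 5 h at ambient temperature. Total fluorescence (555/632 nm) calculated as parallel + 2 × perpendicular.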
GoLoco inh red = qHTS Assay for Inhibitors of RGS12 GoLoco Motif Activity (Red Fluorophore); Guanine nucleotide-binding protein G(i) subunit alpha-1 (Homo sapiens), P63096; Gai1:RGS12 GoLoco peptide FP, rhodamine, 10 min; AID 880, 2007; hit rate 0.44% among 230,000; Potency, µM (highest dose often 61.6 µM), inactives show at the highest dose activity, negative = inhibition, most hits filed as inhibitors; active = well fitted inhibition curve with a large enough effect, not every such curve was filed as active; inactive = no such curve, though single readings can be large or run the other way; also: % is scaled to controls: 0 for no effect and ±100 for the full control effect; nearly all actives have a fitted effect of over 30% in size; many of its hits are not listed in these tables
RECQ1 inh = qHTS Assay for Inhibitors of RecQ-Like Dna Helicase 1 (RECQ1); ATP-dependent DNA helicase Q1 (Homo sapiens), P46063; RECQ1 DNA unwinding, red fluorescence kinetic read; Potency, µM (series often up to 57.3 µM), for inactives: at the top dose activity, negative = inhibition, actives largely listed as inhibitors; hit rate 0.54% among 240,000;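 also: plate controls were vehicle for no effect and no enzyme for full effect; nearly all actives have a fitted effect of over 30% in size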
Target sequence (P46063 whole entry, looked up): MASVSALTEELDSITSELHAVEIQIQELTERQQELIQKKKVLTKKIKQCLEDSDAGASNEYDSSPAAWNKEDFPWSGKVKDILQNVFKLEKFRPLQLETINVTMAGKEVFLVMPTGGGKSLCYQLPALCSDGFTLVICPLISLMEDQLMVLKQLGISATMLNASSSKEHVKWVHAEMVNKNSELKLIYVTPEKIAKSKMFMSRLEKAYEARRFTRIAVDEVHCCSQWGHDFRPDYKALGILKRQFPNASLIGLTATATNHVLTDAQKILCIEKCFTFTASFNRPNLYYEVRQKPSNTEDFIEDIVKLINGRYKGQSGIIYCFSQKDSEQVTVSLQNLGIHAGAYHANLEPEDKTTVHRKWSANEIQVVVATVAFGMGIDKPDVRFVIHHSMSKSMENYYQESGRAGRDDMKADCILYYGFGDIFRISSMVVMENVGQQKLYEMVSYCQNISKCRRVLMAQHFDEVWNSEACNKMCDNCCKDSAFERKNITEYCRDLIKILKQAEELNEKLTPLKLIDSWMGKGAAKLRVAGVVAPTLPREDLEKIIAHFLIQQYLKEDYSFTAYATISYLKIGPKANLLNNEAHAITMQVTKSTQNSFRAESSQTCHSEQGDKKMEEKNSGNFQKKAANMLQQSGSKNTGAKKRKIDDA
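50 nM RECQ1T1 preincubated 15 min with compound in Tris pH 8.0 buffer with MgCl2, DTT, Tween-20 and 2.5 ug/ml poly(dI-dC); started with 200 nM TAMRA/BHQ-2 forked duplex and 2 mM ATP. Unwinding read as fluorescence (525/598 nm), two reads 2 h apart.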
SMN2 splice up = qHTS Assay for Enhancers of SMN2 Splice Variant Expression; HEK293 SMN2-luciferase splicing reporter, luminescence, 30-36 h; Potency, µM (highest dose often 46.1 µM), for the others: at the top dose activity change, positive = activation, actives largely listed as activators; hit rate 2.8% among 210,000; also: % of control where 0% means no effect; nearly all actives have a fitted effect of over 55% in size
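HEK293 cells carry an SMN2 […]–luciferase reporter in which exon 7 inclusion puts luciferase in frame. Cells were plated 10-12 h before compound addition, then incubated 30-36 h at 37C. ONE-Glo luminescence was read; sodium butyrate at 4.5 mM final served as control.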
ALDH1A1 block = qHTS Assay for Inhibitors of Aldehyde Dehydrogenase 1 (ALDH1A1); Aldehyde dehydrogenase 1A1 (Homo sapiens), P00352; Purified ALDH1A1, NADH fluorescence, propionaldehyde substrate; Potency, µM (titrated, usually from 75.3 µM), without a hit: top-dose activity, negative = inhibition, actives largely listed as inhibitors; hit rate 7.3% among 220,000; AID 1030, 2008; active = well fitted inhibition curve with a large enough effect, not every such curve was filed as active; inconclusive = small, poorly fitted or top-dose-only effect, or another doubt; inactive = no such curve, though single readings can be large or run the other way;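 also: plate controls were no enzyme wells and a reference inhibitor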
JMJD2E inh = qHTS Assay for Inhibitors of Human Jumonji Domain Containing 2E (JMJD2E) | Lysine-specific demethylase 4E (Homo sapiens), B2RXH2 | JMJD2E catalytic domain, FDH-coupled NADH fluorescence (FDH is formaldehyde dehydrogenase) | hit rate 1.6% among 230,000 | Potency, µM (top dose mostly 57.1 µM), for the others: at the top dose activity change, negative = inhibition, usual class: inhibitors; active = well fitted inhibition curve with a large enough effect, not every such curve was filed as active; inconclusive = small, poorly fitted or top-dose-only effect, or another doubt; inactive = no such curve, though single readings can be large or run the other way;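 also: 0% = wells with enzyme and -100% = buffer wells without enzyme; nearly all actives have a fitted effect of over 50% in size; many of its hits are not listed in these tables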
Target sequence (B2RXH2 1-337 limits assumed): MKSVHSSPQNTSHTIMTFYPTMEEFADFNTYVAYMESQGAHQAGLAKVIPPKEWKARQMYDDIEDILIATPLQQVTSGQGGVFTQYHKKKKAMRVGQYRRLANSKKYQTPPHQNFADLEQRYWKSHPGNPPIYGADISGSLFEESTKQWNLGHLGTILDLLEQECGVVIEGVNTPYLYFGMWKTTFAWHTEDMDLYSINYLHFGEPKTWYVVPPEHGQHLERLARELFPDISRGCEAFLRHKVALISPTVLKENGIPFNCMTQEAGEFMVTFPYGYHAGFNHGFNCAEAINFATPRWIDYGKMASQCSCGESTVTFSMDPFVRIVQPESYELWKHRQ
LMNA splice mod = qHTS Assay for Modulators of Lamin A Splicing | HeLa LMNA splicing GFP/RFP minigene ratio, 48 h | Potency, µM (highest dose often 46.1 µM), for inactives: at the highest dose ratio change, negative = inhibition, actives largely listed as inhibitors | hit rate 0.01% among 200,000 | AID 1487, 2009; active = well fitted inhibition curve with a large enough effect in the signal ratio, with a control signal flat, not every such curve was filed as active; inconclusive = small, poorly fitted or top-dose-only effect, or effect the other way, or a change in a side signal; the % refers to the signal ratio; also: % is scaled to controls: 0 for no effect and ±100 for the full control effect
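Read-out is the ratio of GFP to DsRed2 object intensity, acquired by 488 nm laser-scanning cytometry on HeLa lamin A-EGFP minigene reporter cells. Compound incubation 48 hrs at 37 °C in Opti-MEM with 2% FBS; DMSO 0.5% final.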
TRb-SRC2 inh = qHTS for Inhibitors of the Interaction of Thyroid Hormone Receptor and Steroid Receptor Coregulator 2; Thyroid hormone receptor beta (Homo sapiens), P10828; TRbeta-SRC2 peptide binding, fluorescence polarization; receptor liganded with 1 µM T3; Potency, µM (series often up to 106 µM), for the others: at the top dose activity change, negative = inhibition, actives largely listed as inhibitors; hit rate 0.065% among 280,000;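 also: plate controls were bound peptide for no effect and peptide without receptor for full effect; nearly all actives have a fitted effect of over 50% in size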
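Quantitative HTS by FP: 0.6 uM TRb LBD, 20 nM labeled SRC2 20-mer, 1 uM T3, 5% DMSO; 5 hr ambient incubation; % activity per concentration and potencies from concentration series.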
* hit, by the source's call; i = inactive; ? = inconclusive; . = no result given; [ ] = remark or other dose. Unless noted, calls follow the shape of the dose curve; as a rule, active = well fitted curve in the direction sought with a large enough effect; inconclusive = small, poorly fitted or top-dose-only effect, or another doubt; inactive = no such curve, though single readings can be large; an effect the other way counts as inactive or inconclusive. Potency is read from the fitted curve at half-maximal effect. A portion of the library. The share of hits here may be higher or lower than overall.

SMILES	TexasRed fluor	GoLoco inh red	RECQ1 inh	SMN2 splice up	ALDH1A1 block	JMJD2E inh	LMNA splice mod	TRb-SRC2 inh
Cc1ccc(NC(=O)N2CCCC2C(=O)NCCC2=CCCCC2)cc1 (stereo not given)	1%	9%	-10%	22%	-8%	3%	5%	3%
Cc1cc(NC(=O)c2ccccc2F)n(-c2nc3ccccc3[nH]2)n1	-5%	-1%	-7%	9%	?	?	-3%	9%
Cc1c(C)[n+](=O)c2c(n1[O-])CCC2	-4%	-6%	i	1%	18%	-2%	0%	-10%
COc1ccccc1NC(=S)N(CCc1nc2cc(C)c(C)cc2[nH]1)Cc1cccnc1	2%	63%[activator]	-15%	-4%	?	32%[activator]	5%	-2%
Cc1ccc(S(=O)(=O)N2CCN(C(=O)N3CCOCC3)C2c2ccc(N(C)C)cc2)cc1 (stereo not given)	-1%	-3%	i	-5%	0.63µM*	-11%	-7%	-2%
Cc1ccc(C(=O)N/C(=C\c2cccs2)C(=O)NCCCn2ccnc2)cc1C	0%	8%	-1%	-1%	-1%	0%	10%	1%
Cn1c(=O)c2[nH]c(=O)cnc2n(C)c1=S	2%	29%	i	.	20µM*	?	0%[46 µM]	7%
CC(=O)C1=C(C)NC(SCC(=O)c2ccc(Cl)c(Cl)c2)=C(C#N)C1c1ccco1 (stereo not given)	-5%	97%[activator]	4%	-23%	2.8µM*	-1%	-3%	1%
CC(=O)N1CCN(c2ccc(NC(=O)COc3ccc(Cl)cc3Cl)cc2)CC1	-4%	-6%	-3%	-46%[inhibitor]	0%	-2%	?	-2%
COc1cc(S(=O)(=O)Nc2cccc(C)c2)ccc1N=Cc1c(C)[nH]n(-c2ccccc2)c1=O	1%	7%	-9%	-5%[1.84 µM]	2%	2%	?	-4%
CCOc1cc(C(=O)N/N=C\c2cn(CC)nc2C)cc(OCC)c1OCC	0%	22%	-2%	10%	?	-4%	11%	2%
COc1ccc(-c2csc(NC(=O)c3cc(-c4cccs4)nc4ccccc34)n2)c(OC)c1	1%	8%	-8%	-8%	13%	-6%	-6%	6%
O=C(CN1C(=O)c2ccccc2S1(=O)=O)c1ccc(O)c(O)c1	1%	6%	2%	.	.	14µM*	.	1%
CCCn1nc(NC(=O)c2ccco2)c2cc3cc(C)ccc3nc21	-6%	23%	0%	.	.	?	.	3%
CCOC(=O)C1CCN(C(=O)C2CCN(S(=O)(=O)c3cccc4cccnc34)CC2)CC1	5%	8%	-4%	-6%	-8%	8%	0%	6%
Cc1c(-n2c(SCC(=O)O)nnc2-c2ccccc2Cl)c(=O)n(-c2ccccc2)n1C	-8%	3%	-9%	-2%	6%	?	2%	-7%
O=C(/C=C/Nc1cccc(C(F)(F)F)c1)c1ccco1	-3%	42%[activator]	5%	?	-11%	?	22%[46 µM]	-8%
CN(C)/C=C/C(=O)c1ccc(F)cc1F	-1%	9%	2%	.	.	-4%	.	-8%
COc1cc(C(=O)c2nccc3cc(OC)c(OC)cc23)c([N+](=O)[O-])cc1OC	-3%	-6%	i	-1%	6%	-20%	?	9%
CCOCCCNC(=O)c1ccc(Cn2c(=S)[nH]c3c([nH]c4ccc(OC)cc43)c2=O)cc1	0%	3%	-17%	-5%	?	?	.	0%
O=C(Nn1cnc2ccccc2c1=O)c1cccc(Cl)c1	1%	-5%	-14%	13%	10%	-3%	.	6%
CCNC(=O)NC(=O)CSc1nc2ccccc2n1CCOC	0%	.	-1%	.	13%	-3%	1%	-2%
CNC(=O)Nc1cc(NC(=O)NC)cc(C(F)(F)F)c1	-2%	5%	i	.	.	-5%	.	-3%
CCOC(=O)C1=C(O)CCn2c1nc1ccccc12	2%	3%	-3%	?	-12%	-4%	4%	-6%
CCOC(=O)C1CCN(C(=O)CCNC(=O)c2cc(OC)c(OC)c(OC)c2)CC1	-1%	9%	-3%	10%	8%	9%	1%	-6%
COC(=O)c1ccc(/C=N/N2CCN(Cc3ccccc3)CC2)cc1	-3%	2%	4%	-15%	2%	-1%	0%	7%
NC(=O)Cn1c(=O)n(C2CCCCC2)c(=O)c2c3c(sc21)CCCCC3	2%	-1%	-11%	0%	?	3%	-17%	6%
CCOc1ccc(C2C(C#N)=C(N)Oc3n[nH]c(C)c32)cc1OC(=O)C1CC1 (stereo not given)	0%	2%	4%	-6%	0%	0%	?	-7%
O=C(NCc1ccc(OC(F)(F)F)cc1)C1CC(c2c(Cl)cccc2Cl)=NO1 (stereo not given)	-3%	-4%	-4%	-17%	-7%	-2%	?	-7%
CC(C)(C)NC(=O)CSc1nnc(NC(=O)c2ccccc2Cl)s1	-4%	-7%	4%	15%	-5%	-8%	6%[9.22 µM]	-1%
Cc1cc(C(=O)CSc2nnnn2C)c(C)n1CCc1ccc(F)cc1	0%	8%	7%	-5%	0%	-6%	17%	6%
COc1ccccc1/C=C(/C(=O)OCC(=O)N(C)Cc1ccccc1)c1ccccc1	10%	-56%	-3%	-9%	4%	-6%	8%	5%
COc1ccccc1C(=O)N(CCN(C)C)c1nc2cc(C)cc(C)c2s1	-1%	-16%	4%	-11%	-5%	-2%	18%[9.22 µM]	0%
COc1ccc(-c2cc3nc(C)cc(NCCO)n3n2)cc1	-1%	-10%	-15%	-17%	?	?	2%	-6%
NS(=O)(=O)c1ccc(Sc2nc3ccccc3s2)c([N+](=O)[O-])c1	-5%	18%	i	.	.	2%	.	1%
CCOc1cc(S(=O)(=O)N2CCN(CC)CC2)ccc1Cl	-10%	2%	-1%	11%	-2%	-22%	2%	-5%
O=c1[nH]c2ccc(Cl)cc2c(=O)n1Cc1ccco1	-2%	8%	-1%	26%	?	-3%	1%	-2%
CCc1ccc(NC(=O)C2CCN(S(=O)(=O)c3c(C)[nH]c(=O)[nH]c3=O)CC2)cc1	0%	1%	-6%	-12%	16%	4%	5%	6%
COc1ccc2nc(SCCOC(=O)Nc3ccc(Cl)cc3)nc(C)c2c1	1%	53%[activator]	-2%	-18%	-14%	-7%	?	11%
COC(=O)[C@@H](NC(=O)O[C@@H]1C(=O)c2cc(OC)ccc2O[C@H]1c1ccc(OC)c(Br)c1)C(C)C	-2%	1%	i	12%	-7%	?	.	3%
Cn1ccnc1C(=O)c1cc(SCC(=O)NC2CC2)nc2ccccc12	-1%	-2%	12%	14%	-1%	-20%	-22%[9.22 µM]	5%
CSc1nc(-c2ccccc2)nn1C(=O)c1ccco1	1%	4%	i	4%	7%	2%	6%	-5%
O=C(CN1CCN(C/C=C/c2ccccc2)CC1)Nc1cc([N+](=O)[O-])ccc1Cl	-3%	-15%	-10%	-15%	10µM*	5%	?	-10%
Cc1ccc(C)c(-n2c3nc(=O)[nH]c(=O)c-3cc3cc([N+](=O)[O-])ccc32)c1	-1%	-14%	0%	?	?	0%	11µM*	11%
CCCCc1nc2c(c3c1C[C@H](C)OC3)CN(S(=O)(=O)c1ccc(Cl)c3nonc13)CC2	-4%[11.2 µM]	2%[14.2 µM]	0%[11.5 µM]	-10%[9.22 µM]	?	5%[11.4 µM]	?	-1%[11.2 µM]
C=CCOn1c(=O)c(-c2ccc(OC)cc2)[n+]([O-])c2ccccc21	-1%	6%	-3%	-9%	0%	-3%	-5%	5%
Cc1ccc([N+](=O)[O-])c(OCCn2cnc3ccccc32)c1	-1%	6%	-3%	-43%[inhibitor]	18%	5%	12%[46 µM]	-1%
COc1ccc(NC(=O)CN2CCN(c3ccccc3Cl)CC2)cc1	1%	2%	-11%	-5%	?	10%	-12%	-1%
COc1ccccc1NC(=O)CSc1nnc(-c2ccncc2)o1	1%	-20%	i	?	?	0%	-13%	-12%
CC(C)CCNc1nc(-c2ccco2)c2c(c1C#N)CCCC2	-4%	6%	-6%	-19%	?	?	14%	4%
Cc1cc2nc3c(=O)[nH]c(=O)nc-3n(C[C@H](O)[C@H](O)[C@H](O)CO)c2cc1C	-1%	18µM*	?	-15%	?	.	.	-1%
COc1ccc(CCNC(=O)c2cccc(S(=O)(=O)N3CCCCC3)c2)cc1	-2%	-4%	-7%	-41%[inhibitor]	?	-16%	-19%[46 µM]	-6%
COc1ccc(-c2noc(C3CCCN(C(=O)Nc4ccccc4F)C3)n2)cc1 (stereo not given)	3%	19%	i	.	-5%	3%	.	7%
O=c1c(=O)n2c(nn1Cc1ccc(F)cc1)sc1ccccc12	2%	2%	-1%	.	.	?	.	1%
CCOC(=O)C1CCCN(C(=O)c2cccs2)C1 (stereo not given)	2%	-5%	-3%	-2%	-2%	4%	20%	-6%
Cc1cc(N2C(=O)NC(=O)CC2C)c(C)cc1C(C)C (stereo not given)	0%	4%	-3%	-2%	-2%	-1%	?	1%
Cc1ccc2c(C)nc(Nc3nc(CSc4nc5ccccc5[nH]4)cc(=O)[nH]3)nc2c1	0%	17%	-1%	43%	2%	-2%	?	4%
COc1ccc2cc3c(N)nn(C(=O)c4ccc(Cl)c([N+](=O)[O-])c4)c3nc2c1	-5%	36%[activator]	-9%	-6%	5%	3%	4%	4%
COc1ccc2oc(=O)c(-c3ccccc3C(=O)N3CCOCC3)cc2c1	-1%[53 µM]	2%	-13%	9%	?	?	-13%	3%[53 µM]
COc1ccc(C(CCN2CCOCC2)c2c(OC)cc(OC)c3c(-c4ccccc4)cc(=O)oc23)cc1 (stereo not given)	-6%	-6%	i	.	-6%[50.4 µM]	.	.	3%
